# Compound activity as filed in PubChem BioAssay.
# PPARg SRC2 recr: promotes SRC-2 coactivator recruitment by human PPARgamma; P37231; PPARgamma LBD-SRC-2 recruitment, biochemical; activation, % at 8 µM; 0.34% of 200,000 active; in the data active = activation above about 22%;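 also: 0% = vehicle and 100% = reference agonist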
# ROMK mod: modulators of human ROMK potassium channel; P48048; Tet-inducible ROMK, thallium flux fluorescence; actives lie on both sides; B-score at 10 µM; 2% of 130,000 active; AID 1918;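 active = signal ratio slope over the read window, or its plate-corrected B-score, at least 3 SD from the plate mean, either direction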;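 also: B-score of the F/F0 ratio slope over 7 to 12 s after thallium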
# Target sequence (P48048 whole entry, looked up): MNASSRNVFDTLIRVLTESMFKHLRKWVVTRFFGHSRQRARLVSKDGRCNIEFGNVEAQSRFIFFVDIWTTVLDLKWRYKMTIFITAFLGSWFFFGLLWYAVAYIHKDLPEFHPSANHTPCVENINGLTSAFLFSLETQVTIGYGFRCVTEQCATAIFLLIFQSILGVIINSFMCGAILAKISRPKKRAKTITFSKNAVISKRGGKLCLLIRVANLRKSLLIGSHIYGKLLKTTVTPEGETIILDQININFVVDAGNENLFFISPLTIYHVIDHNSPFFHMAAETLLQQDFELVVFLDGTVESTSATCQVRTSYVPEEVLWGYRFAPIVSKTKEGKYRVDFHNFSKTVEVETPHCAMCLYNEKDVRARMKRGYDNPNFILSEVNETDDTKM
# bIAP activator: increases bovine intestinal alkaline phosphatase activity; purified bovine IAP, CDP-star luminescence, 30 min; active compounds read high; fold of DMSO-control signal, blank-subtracted; activation factor at 20 µM; 0.17% of 200,000 active; AID 1016;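 active = activation factor of 2 or more at 20 µM, a signal rise over negative controls twice the positive control's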
# bIAP inh: blocks bovine intestinal alkaline phosphatase activity | purified bovine IAP, CDP-star luminescence, 30 min | inhibition, % at 20 µM | 190,000 tested, under 10 active;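 active = over 50% inhibition of intestinal alkaline phosphatase at 20 µM in the single-dose screen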
#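 test system = bovine IAP enzyme | medium = DEA buffer 100 mM, pH 9.8, with MgCl2 1.0 mM, ZnCl2 0.02 mM | detection = luminescence | dosing = single compound dose of 20 µM, 2% DMSO final | incubation = 30 min reaction at room temperature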
# PPARg SRC-3 ag: PPARgamma-driven SRC-3 recruitment agonism | AID 731 | 0.26% of 200,000 active | biochemical PPARgamma/SRC-3 coactivator recruitment assay | activation, % at 8 µM | P37231; in the data active = activation above about 23%;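 also: 0% = DMSO and 100% = reference agonist; some compounds past the cut are filed as inactive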
# TR-FRET SRC-2 ct: flags TR-FRET format artefacts in PPARgamma SRC-2 recruitment agonist screen; 0.4% of 200,000 active; TR-FRET ratio at 8 µM; TR-FRET artefact counter-screen; active compounds read high; in the data active = TR-FRET ratio above about 2000; also: inactives centre near 1500
# STAT1 inh: STAT1 signaling inhibition | NIH 3T3 STAT1-luciferase reporter, IFN-gamma, luminescence | 0.35% of 200,000 active | inhibition, % at 5.5 µM;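 active = inhibition above a set limit, the mean inhibition across all tested compounds plus 3 SD, cut at about 34% in these data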;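 also: 0% = IFN-gamma with DMSO and 100% = IFN-gamma with 300 µM nifuroxazide; values of inactives mirror those of a sister screen read the other way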
# STAT3 activator: STAT3 signaling activation | 0.91% of 190,000 active | activation (% of control), % at 5.6 µM | U3A cells, IL-6 STAT3-luciferase reporter, luminescence; 100% = signal with IL-6 EC80 alone;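 active = activation above the screen-wide mean of compound activation plus 3 SD, cut at about 130% in these data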;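 also: 0% = background luminescence of wells with medium and substrate only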
#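 Detection: reporter luminescence signal / Assay system: STAT1-lacking human U3A cells, STAT3 luciferase reporter / Incubation: compound pre-incubation 1 h before IL-6, then 6 h stimulation at 37 °C / Control set: IL-6-only high control / Read-out: % activation relative to IL-6 control / Probe or stimulus: Interleukin-6, 33 ng/mL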
# PPARg SRC1 recr: agonists of human PPARgamma SRC-1 coactivator recruitment | PPARgamma-SRC-1 coactivator recruitment biochemical assay | activation, % at 8 µM | 0.41% of 200,000 active | AID 631; in the data active = activation above about 19%;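 also: 0% = DMSO and 100% = reference agonist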
# STAT3 blocker: STAT3 signaling inhibition | U3A cells, IL-6 STAT3-luciferase reporter, luminescence; host cell line lacks STAT1 | inhibition, % at 5.5 µM | 0.89% of 190,000 active | AID 862;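 active = inhibition above the mean inhibition across all screened compounds plus 3 SD, cut at about 44% in these data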;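 also: 0% = DMSO only wells and 100% = 100 µM nifuroxazide control wells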
# TNAP act hiacc: activators of human TNAP at high phosphate acceptor concentration; activation factor at 20 µM; AID 1136; P05186; 200,000 tested, under 10 active; purified TNAP, CDP-star luminescence, 1 M DEA, 30 min; active compounds read high; 0 = EDTA background, 1 = DMSO-only activity;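 active = activation factor at least 2 at 20 µM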
# Target sequence (P05186 whole entry, looked up): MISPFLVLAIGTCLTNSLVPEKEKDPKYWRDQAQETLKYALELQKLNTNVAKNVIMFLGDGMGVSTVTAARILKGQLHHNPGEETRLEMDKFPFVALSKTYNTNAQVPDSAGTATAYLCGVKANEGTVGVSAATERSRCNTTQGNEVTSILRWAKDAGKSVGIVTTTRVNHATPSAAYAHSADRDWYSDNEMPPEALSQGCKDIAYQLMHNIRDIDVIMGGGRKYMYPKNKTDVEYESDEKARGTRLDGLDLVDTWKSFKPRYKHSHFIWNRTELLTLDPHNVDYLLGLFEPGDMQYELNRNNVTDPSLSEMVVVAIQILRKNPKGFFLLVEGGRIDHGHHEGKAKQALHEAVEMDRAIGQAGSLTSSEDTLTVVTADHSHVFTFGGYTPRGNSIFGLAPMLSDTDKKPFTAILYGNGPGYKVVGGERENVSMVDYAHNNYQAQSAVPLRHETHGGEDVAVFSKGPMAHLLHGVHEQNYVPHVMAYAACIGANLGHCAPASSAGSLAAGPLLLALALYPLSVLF
#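 system = human TNAP | amount = enzyme diluted 1/800 final | reagent = 100 µM CDP-star substrate | signal = luminescent substrate turnover signal | dosing = one dose, 20 µM | benchmarks = EDTA negative control, DMSO positive control | measure = activation factor | timing = 30 min reaction, room temperature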
# The depositor's hits bear a star; / = not tested or not shown.
SMILES,TNAP act hiacc,TR-FRET SRC-2 ct,PPARg SRC1 recr,PPARg SRC-3 ag,bIAP inh,bIAP activator,ROMK mod,STAT3 activator,PPARg SRC2 recr,STAT1 inh,STAT3 blocker
Cc1[nH]c(=O)[nH]c(=O)c1S(=O)(=O)NCCOC12CC3CC(CC(C3)C1)C2,1,1512,0,-2,4,1,0.1,100,-1,-3,5
CCc1n[nH]c(=S)n1/N=C/c1c(C)nn(-c2ccccc2)c1Cl,1,1738,-1,3,-6,1.1,0.75,96,11,-7,7
O=C(/C=C/c1ccc(Br)o1)NC(c1ccccc1)c1ccccc1,1,1796,7,3,15,0.8,/,108,9,-12,-6
Nc1nn(-c2cccc(F)n2)cc1-c1ccccc1,1.1,1423,-3,5,-2,1,1.2,66,0,-16,42
Cc1nnc(SCC(=O)N2CCC(Cc3ccccc3)CC2)n(N)c1=O,1,1550,6,-1,-3,1,0.23,103,8,-7,0
CCc1nc(Cl)c(C#N)c2c1CSC(C)(C)C2,1,1353,1,-3,-30,1.3,-0.26,103,-4,-10,0
CCN(CC)C(=O)CSc1nc2sc(C)c(C)c2c(=O)[nH]1,1,1726,1,3,5,1,/,90,5,3,16
Cc1cccc(Cl)c1OCCCCn1ccnc1,1.1,1536,-6,-3,19,0.8,/,95,9,0,7
S=C(NCCCNC(=S)Nc1ccccc1)Nc1ccccc1,1,1601,-2,1,2,1,-0.41,102,-2,3,2
COc1ccc(CC(C)N2CCN(c3cccc(C(F)(F)F)c3)CC2)cc1OC (centres undefined),1.1,1590,3,2,3,1,-0.67,100,0,5,5
O=c1c(-c2ccccc2)coc2cc(O)ccc12,1.1,1535,-1,-3,-13,1.1,-0.54,97,1,-42,6
CC1(C)Oc2ccc3ccc(=O)oc3c2/C(=C/NCCN/C=C2\C(=O)C(C)(C)Oc3ccc4ccc(=O)oc4c32)C1=O,1,1587,1,1,5,1,1.5,107,5,0,-9
C=CCNC(=O)C1CCN(S(C)(=O)=O)CC1,1,1439,3,-1,4,1,/,101,-1,7,5
Cc1cccc(NC(=O)c2ccc(S(=O)(=O)N(C)C)cc2)n1,1,1502,-2,0,16,0.8,/,104,2,-9,-3
O=S(=O)(NCc1csc(-c2cccnc2)n1)c1ccc(Cl)s1,1,1553,-2,-2,15,0.8,/,91,0,7,20
Cc1cc(=O)cc(C)n1-c1ccccc1N1CCOCC1,1,1470,0,9,5,0.9,/,99,-3,2,6
Cc1ccc(C(=O)O/N=C2\CC3CCC2(C)C3(C)C)cc1 (centres undefined),1,1658,4,6,4,1,-0.18,97,2,-3,8
COc1cccc(N2CCN(C3CC(=O)N(c4cccc(Cl)c4)C3=O)CC2)c1 (centres undefined),1,1663,9,1,14,0.9,-0.99,102,4,3,5
O=C(Cc1ccccc1[N+](=O)[O-])N1CCc2ccccc2C1,1,1725,17,4,5,0.9,-0.45,128,10,-14,-30
COC(=O)c1ccc(CSc2nc(-c3ccco3)cc(C(F)(F)F)n2)o1,1,1532,-4,2,6,0.9,/,102,7,4,0
COc1ccc(N2C(=O)CC(NNC(=O)c3ccco3)C2=O)cc1 (centres undefined),1.1,1698,7,0,4,1,0.19,97,6,-7,11
CCOc1ccc(N(CC(=O)Nc2cccnc2)S(C)(=O)=O)cc1,1,1260,-4,2,-13,1.1,0.059,101,0,-6,0
Cc1cccc(NC(=O)CCCn2cc([N+](=O)[O-])cn2)n1,1,1542,2,-5,3,1,0.28,106,8,-1,-2
O=C(NCC(=O)N1CCCC1C(=O)O)OC1CCCCC1 (centres undefined),1.1,1457,-2,2,9,0.9,0.11,108,10,-6,-6
Cc1cccc(-n2c(C)cc(/C=N\NC(=O)c3ccco3)c2C)c1,1,1553,-1,-1,-1,1,-0.33,106,4,-52,-2

# Some of these compounds in order of their number in PPARg SRC2 recr, smallest number first:
Structure,PPARg SRC2 recr
O=S(=O)(NCc1csc(-c2cccnc2)n1)c1ccc(Cl)s1,0
O=c1c(-c2ccccc2)coc2cc(O)ccc12,1
CC1(C)Oc2ccc3ccc(=O)oc3c2/C(=C/NCCN/C=C2\C(=O)C(C)(C)Oc3ccc4ccc(=O)oc4c32)C1=O,5

# Other structures:
SMILES,TNAP act hiacc,TR-FRET SRC-2 ct,PPARg SRC1 recr,PPARg SRC-3 ag,bIAP inh,bIAP activator,ROMK mod,STAT3 activator,PPARg SRC2 recr,STAT1 inh,STAT3 blocker
CCN(CC)S(=O)(=O)c1ccc2c(c1)nc(CCC(=O)Nc1ccc3c(c1)OCO3)n2CC,1,1379,-2,2,7,0.9,0.14,85,3,-2,24
CC1(C)CC(=O)C(/C=N/c2ncccc2C(=O)O)=C(O)C1,1,1583,-4,-6,4,1,0.036,97,-3,-5,4
Cc1cc(C)c2c(CN3CCN(Cc4ccc5c(c4)OCO5)CC3)cc(=O)oc2c1,1,1812,8,5,9,0.9,/,98,2,5,6
O=C(Nc1ccccc1C(=O)NCC1CCCO1)c1ccccc1 (centres undefined),1,1622,-1,-6,4,1,0.24,92,9,1,16
CCOc1ccc(/C=c2\sc3nc(-c4ccco4)nn3c2=O)cc1OCC,1,1371,0,-5,14,0.9,-0.69,107,11,-5,-5
CC(=O)Oc1ccc(NC(=O)CCC2CCCCC2)c(C(=O)O)c1,1,1589,4,-1,0,1,-1.1,97,5,2,6
COc1ccc(Cc2nc(-c3ccccn3)no2)cc1,1,1352,4,7,13,0.9,/,112,-10,-23,-11
CCOC(=O)c1ccc(NC(=O)c2nn(C)cc2Br)cc1,1,1589,-4,13,1,1,-1.6,89,2,-17,20
CCOC(=O)c1cc(CC)sc1NC(=O)CCC(=O)O,1,1636,9,5,-5,1,/,103,11,3,0
O=S(=O)(Nc1ccc2c(c1)OCO2)c1ccccc1,1,1566,8,1,8,0.9,-0.84,102,3,6,4
O=S(=O)(c1ccccc1)N1CCN(C(=S)NCc2ccccc2)CC1,1,1800,6,2,18,0.8,-0.0076,106,7,1,-7
O=C(C1CN(S(=O)(=O)c2ccccc2)CCN1S(=O)(=O)c1ccccc1)N1CCCCCC1 (centres undefined),1.1,1340,-4,1,3,1,-0.99,100,-4,2,0
CC(=O)Nc1cccc(/C(C)=N\NC(=O)c2ccc(Cn3nc([N+](=O)[O-])c(Cl)c3C)o2)c1,1,1586,-4,1,18,0.8,0.041,101,0,-1,2
C=CC[C@H]1CC(Cc2ccccc2)=C[C@H](CC=C)N1,1,1462,4,1,7,0.9,-1.9,106,2,-4,-9
OC(COCc1cccs1)CN1CCN(c2ccccc2Cl)CC1 (centres undefined),1,1608,3,-1,46,0.5,/,99,6,-9,-3
COc1ccccc1C(=O)n1nc(-c2ccccc2)nc1N,1,1713,-3,-3,9,0.9,-0.31,99,8,-13,5
COc1ccc(NC(=O)c2ccc(-n3nc(C)c[n+]3[O-])cc2)cc1,1,1531,-3,5,2,1,1.4,96,0,-3,10
COc1ccc(Cn2cnc3c(NS(C)(=O)=O)c(C)c(C)cc32)cc1,1,1666,7,8,-11,1.1,/,91,3,-7,14
CCC1Oc2nc(SC)nnc2-c2ccccc2N1C(=O)c1ccccc1 (centres undefined),1,1515,2,3,0,1,/,93,4,-4,14
COc1ccc(CCNC(=S)NCc2ccc(Cl)c(Cl)c2)cc1OC,1.1,1404,-8,-1,-6,1.1,1.5,98,5,2,7
CC(C)(C=O)C1=CC(=O)c2ccccc2C1=O,1,1581,4,-2,0,1,/,139*,7,14,-43
O=C(COC(=O)c1ccc(Cl)c(Cl)c1)Nc1cccnc1Cl,1,1683,3,-3,8,0.9,0.58,97,-7,-4,8
O=C(c1ccco1)N1CCN(C(=O)C2CCCc3c2[nH]c2ccc(Cl)cc32)CC1 (centres undefined),1,1511,1,-6,-2,1,0.09,102,-1,-11,0
COc1ccc(Oc2ncnc3sccc23)cc1,1,1677,3,6,10,0.9,0.39,88,6,-18,19
CCC(Oc1ccccc1)C(=O)Nc1ccsc1C(=O)OC (centres undefined),1,1534,-4,3,-2,1,0.35,98,-9,7,5
Cc1nc2cc(C(=O)OCC(=O)NC(C)C(C)C)ccc2n1-c1ccccc1 (centres undefined),1.1,1699,-4,6,-10,1.1,0.36,103,9,8,-6
COc1ccccc1CC(NC(C)=O)C(=O)N1CCN(C(=O)Nc2ccccc2Cl)CC1 (centres undefined),1.1,1346,-1,-4,-15,1.1,0.036,102,-1,-2,1
Cc1ccc(Nc2nc(N)nc(CSC(=S)N3CCOCC3)n2)cc1,1.1,1576,-6,-8,11,0.9,-0.42,121,2,-28,-18
COC(=O)C1(C(=O)OC)NOC2C(=O)N(c3ccccc3)C(=O)C21 (centres undefined),0.9,1515,1,6,7,0.9,/,108,1,-7,-4
O=C(c1cn(-c2ccccc2)nc1-c1ccc(Cl)cc1)N1CCOCC1,1,1591,-1,3,23,0.8,0.52,98,1,9,5
CC#CCCCC(=O)Nc1cccc(C(=O)O)c1,1,1508,6,-2,2,1,0.21,114,5,-5,-12
CCN(CC)C(=O)CSc1nnc(-c2ccc(S(=O)(=O)N3CCCC3)cc2)o1,1,1460,3,0,1,1,0.21,109,11,-5,-11
Cc1nnc(NC(=O)CSc2nnc(-c3ccc(S(=O)(=O)N4CCCC4)cc3)n2C)s1,1,1368,-1,-10,13,0.9,0.66,102,4,4,2
CCOc1ncccc1C(=O)OCC(=O)c1ccc(OC)c(OC)c1,1,1591,9,4,4,1,0.092,103,-1,15,7
O=S(=O)(Nc1cccnc1Cl)c1ccc2c(c1)OCCO2,1.1,1526,-1,0,0,1,/,106,-2,-5,-5
c1ccc2c(c1)oc1c(Nc3ccc4c(c3)OCCO4)ncnc12,1,1519,-1,2,6,0.9,/,94,1,-88,8
CCOCCNC(=O)c1ccc2c3c(cccc13)CC2,1,1445,4,4,-4,1,1,100,0,3,-3
Cc1cc(NCC(C)C)n2ncnc2n1,1,1657,10,12,7,0.9,/,99,5,4,5
COC(=O)C1(C#N)C(c2ccccc2)C1(C(=O)OC)C(=O)OC (centres undefined),1,1615,-6,-6,3,1,1.3,99,2,-3,1
Fc1ccc(NC(=S)Nc2ccc(F)c(Cl)c2)cc1Cl,1.1,1654,1,-13,48,0.5,-1.5,89,8,15,12
